DAX1 inh-1 – DAX1 (NR0B1) inhibitors, primary screen, cell-based, HEK293, Gal4-DAX1, luciferase luminescence. Nuclear receptor subfamily 0 group B member 1 (Homo sapiens), P51843. HEK293 Gal4-DAX1 luciferase reporter. inhibition, % at 6.75 µM. 340,000 tested, 0.99% active. AID 504766, 2011;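 active means inhibition above the mean over all tested compounds plus 3 SD, cut at about 4.2% in these data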;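 further: 0% = DAX1-transfected cells with DMSO and 100% = empty-vector control cells with DMSO; inhibition shows as a rise in luminescence from relieved DAX1 repression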
GC-B act – human GC-B receptor activators, primary screen, HEK293 GC-B cells, cGMP TR-FRET, EC30 CNP; activation, % at 10 µM; 370,000 tested, 0.11% active; AID 1920062, 2024; 0% at EC30 CNP, 100% saturating CNP;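 active means activation at 10 µM reaching about 35% in either raw or pattern-adjusted values, limit read from the data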
SMARCA2 act – SMARCA2 (BRM) function activators, primary screen, cell-based, luminescence, high throughput; MG213 cells, MMTV-luciferase reporter, dexamethasone, overnight; activation, % at 9.1 µM; 370,000 tested, 1% active; AID 652017, 2013; in the data active means activation above about 7.8%;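 further: 0% = vehicle wells and 100% = reference activator wells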
ssDAF12 agonist – S. stercoralis DAF-12 nuclear receptor activators, primary screen, cell-based, luminescence, HEK293, GRIP1 co-expression, lit1-tk-luc. activation, % at 6.8 µM. AID 652126, 2013. HEK293 ssDAF-12/GRIP1 lit1-tk-luc reporter; % of 3 µM dafachronic acid response. 370,000 tested, 1% active. Nuclear hormone receptor DAF-12 (Strongyloides stercoralis);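 active means activation above the mean over all tested compounds plus 3 SD, cut at about 0.9% in these data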;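 further: 0% = DMSO-only wells and 100% = 3 µM delta7-dafachronic acid wells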
hcDAF-12 act – H. contortus DAF-12 nuclear receptor activators, primary screen, cell-based, luminescence, HEK293, lit1-tk-luc reporter; activation, % at 6.8 µM; AID 652067, 2013; 370,000 tested, 1.4% active; HEK293 hcDAF-12 lit1-tk-luc reporter; 0% DMSO, 100% Δ7-dafachronic acid;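 active means activation above the mean of all tested compounds plus 3 SD, cut at about 5.5% in these data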;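 further: 100% = response to 3 µM Δ7-dafachronic acid high control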
hgDAF-12 ag – H. glycines DAF-12 receptor agonists, primary screen, cell-based, luminescence, HEK293, GAL4 fusion, UAS-luciferase | AID 687014, 2013 | 370,000 tested, 1.8% active | activation, % at 6.8 µM | Nuclear hormone receptor DAF-12 (Heterodera glycines), GAL4 fusion | HEK293 GAL4-hgDAF12 UAS-luciferase reporter, agonist luminescence; normalized to butyrate control;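 active means activation above a cutoff set at the mean of all screened compounds plus 3 SD, cut at about 10% in these data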;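 further: 0% = DMSO wells and 100% = sodium butyrate wells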
GAA850 FXN act – FXN promoter activators, primary screen, cell-based, luciferase luminescence, HEK293 lucGAA850; HEK293 lucGAA850 FXN promoter luciferase reporter, 24 h; percent of 10 µM SAHA response; activation, % at 6 µM; 360,000 tested, 0.56% active;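 active means activation above the average of all compounds screened plus 3 SD, cutoff fixed separately per campaign, cut at about 7.5% in these data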;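 further: 0% = DMSO wells and 100% = 10 µM SAHA wells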
NPR1 activator – GC-A stimulated cGMP production enhancers – HEK293 GC-A cells, cGMP TR-FRET, EC30 ANP, primary screen; 370,000 tested, 0.14% active; activation, % at 10 µM; 0% at EC30 ANP, 100% saturating ANP; AID 1671463, 2021; Atrial natriuretic peptide receptor 1 (Homo sapiens), P16066; in the data active means activation above about 40%
Target sequence (P16066 whole entry, looked up): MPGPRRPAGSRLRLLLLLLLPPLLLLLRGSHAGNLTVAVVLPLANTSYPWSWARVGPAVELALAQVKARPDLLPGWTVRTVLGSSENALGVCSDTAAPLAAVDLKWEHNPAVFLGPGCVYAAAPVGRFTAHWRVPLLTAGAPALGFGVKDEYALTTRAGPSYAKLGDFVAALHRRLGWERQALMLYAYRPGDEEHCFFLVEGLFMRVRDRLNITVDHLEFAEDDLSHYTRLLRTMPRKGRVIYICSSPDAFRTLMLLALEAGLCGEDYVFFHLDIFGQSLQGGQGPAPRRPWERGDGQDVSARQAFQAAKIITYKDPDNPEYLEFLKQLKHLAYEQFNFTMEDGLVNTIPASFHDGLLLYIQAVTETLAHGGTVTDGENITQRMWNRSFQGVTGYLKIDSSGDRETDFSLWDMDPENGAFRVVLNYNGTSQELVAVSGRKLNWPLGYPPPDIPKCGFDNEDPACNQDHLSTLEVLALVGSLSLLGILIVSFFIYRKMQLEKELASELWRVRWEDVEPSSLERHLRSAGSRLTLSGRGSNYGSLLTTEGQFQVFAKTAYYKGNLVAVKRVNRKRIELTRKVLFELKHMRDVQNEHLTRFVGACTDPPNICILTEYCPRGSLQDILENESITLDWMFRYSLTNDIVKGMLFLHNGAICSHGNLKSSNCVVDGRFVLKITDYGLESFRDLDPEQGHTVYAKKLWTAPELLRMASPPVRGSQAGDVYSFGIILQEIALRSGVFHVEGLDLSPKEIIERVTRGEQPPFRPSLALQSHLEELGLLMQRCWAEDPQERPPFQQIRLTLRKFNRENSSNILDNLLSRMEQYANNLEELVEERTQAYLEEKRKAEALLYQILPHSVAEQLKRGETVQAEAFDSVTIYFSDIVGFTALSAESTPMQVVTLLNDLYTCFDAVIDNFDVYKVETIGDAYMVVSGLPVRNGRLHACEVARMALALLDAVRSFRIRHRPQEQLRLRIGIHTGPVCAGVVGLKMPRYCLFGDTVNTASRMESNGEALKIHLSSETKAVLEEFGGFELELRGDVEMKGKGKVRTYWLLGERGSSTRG
KLK7 zymogen act – proKLK7 zymogen activators, primary screen, biochemical, fluorescence intensity | 370,000 tested, 0.9% active | activation, % at 7 µM | purified proKLK7, EDANS-DABCYL substrate fluorescence; 100% is mature enzyme control, 0% vehicle | AID 652039, 2013;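 active means activation above the mean of all tested compounds plus 3 SD, computed per campaign excluding outliers beyond control limits, cut at about 13% in these data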
DAX1 inh-2 – DAX1 (NR0B1) inhibitors on StAR promoter, primary screen, cell-based, luminescence, SF-1 (NR5A1), full-length DAX-1; HEK293T StAR-luciferase reporter, SF-1/DAX-1 repression relief; inhibition, % at 6.8 µM; 370,000 tested, 1.1% active; AID 652010, 2013;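 active means inhibition above the mean over all tested compounds plus 3 SD, cut at about 3.6% in these data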;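 further: 0% = DAX-1 cells with DMSO and 100% = cells lacking DAX-1 with DMSO; higher inhibition means more luminescence from relief of DAX-1 repression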
HGIII-sPLA2 inh – human group III sPLA2 inhibitors, primary screen, biochemical, QFRET, BODIPY PC-A2 liposome substrate; Group 3 secretory phospholipase A2 (Homo sapiens), Q9NZ20; 370,000 tested, 0.56% active; inhibition, % at 12.2 µM; AID 743126, 2013; QFRET BODIPY PC-A2 liposome hydrolysis, fluorescence;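 active means inhibition above mean plus 3 SD of compounds lying within the high and low control bounds, cut at about 19% in these data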;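 further: 0% = median of test compound wells and 100% = no enzyme DMSO wells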
Starred values were filed as active, the others as inactive; . = no result given.

| compound | KLK7 zymogen act | GC-B act | HGIII-sPLA2 inh | SMARCA2 act | DAX1 inh-2 | hgDAF-12 ag | NPR1 activator | DAX1 inh-1 | ssDAF12 agonist | hcDAF-12 act | GAA850 FXN act |
| --- | --- | --- | --- | --- | --- | --- | --- | --- | --- | --- | --- |
| O=C(COc1ccc(Oc2ccccc2)cc1)NC1CCS(=O)(=O)C1 (configuration not stated) | 0.1 | 5 | -1 | -5 | -1.7 | -6.2 | 5 | -0.9 | -1.1 | -1.3 | -2.0 |
| CCc1ccc2c(c1)C(=O)c1ccccc1C2=O | 0.5 | -9 | 9 | 4 | 1.2 | 11* | -3 | 0.2 | 2.5* | 8.0* | 7.5 |
| CCn1c(NCCO)nc2c(c1=O)C(C)(CC)Cc1ccccc1-2 (configuration not stated) | 12 | -11 | -3 | 2 | -0.9 | 0.4 | -9 | 0.8 | -1.9 | 0.3 | 1.5 |
| COc1ccc(Cl)cc1NC(=O)C1COc2ccccc2O1 (configuration not stated) | 0.3 | -12 | -2 | 5 | 1.9 | 2.5 | -37 | 2.4 | 0.4 | 3.8 | 5.7 |
| CCCCc1c(O)c2cccc3c2n(c1=O)CCC3 | 0.5 | 0 | -4 | 3 | -0.2 | -0.6 | -4 | . | -1.2 | 2.1 | -0.7 |
| COC(=O)c1cccc(NS(=O)(=O)c2ccc(OC)cc2)c1C | 0.2 | 0 | -5 | 0 | -0.9 | -1.5 | 3 | -1.0 | -0.9 | -2.7 | -1.3 |
| COc1ccc2c(c1OC)C(=O)OC2Nc1nc(-c2cc3ccccc3oc2=O)cs1 (configuration not stated) | 0.3 | -1 | -1 | 4 | 4.3* | 18* | -1 | 0.3 | 0.7 | 5.3 | 1.4 |
| O=C(Nc1ccc2c(c1)OCCO2)C1c2ccccc2OCC(=O)N1Cc1cccnc1 (configuration not stated) | 0.1 | -1 | 13 | -4 | -0.1 | 0.1 | 2 | . | 0.4 | -1.2 | . |
| COc1cccc(/C=N/NC(=O)Cn2ccnc2C)c1 | -0.1 | -2 | -2 | 0 | 0.1 | -0.9 | -1 | 0.4 | -1.7 | 0.4 | 1.3 |
| O=C(Nc1nccs1)NC(C(F)(F)F)C(F)(F)F | -0.3 | 6 | -3 | 1 | 0.3 | 3.4 | -1 | 0.5 | -1.0 | -0.3 | 0.1 |
| COc1ccc(CCNS(=O)(=O)c2cc3c4c(c2)CCN4C(=O)CC3)cc1OC | 0.0 | 3 | -3 | -1 | 3.2 | -1.3 | 1 | -0.3 | -1.2 | -1.0 | 1.0 |
| CCOc1ccc(CNC(=O)CCCC(=O)n2ncc3cc(C)ccc32)cc1 | -0.5 | 3 | 7 | 1 | 0.7 | -0.1 | 1 | 0.2 | -1.1 | 0.5 | -0.3 |
| CN(/N=C/c1ccc(-c2ccc([N+](=O)[O-])cc2)o1)c1ccccc1 | 0.5 | -11 | 4 | 3 | -0.9 | 1.2 | 4 | 0.1 | 0.0 | -0.3 | 0.7 |
| CCOC(=O)C(CC)Sc1nnc(COc2ccc(C)cc2)n1-c1ccccc1 (configuration not stated) | 0.5 | -13 | -18 | -3 | -0.9 | -2.2 | -17 | -1.3 | -1.1 | -2.6 | -0.8 |
| O=C(O)c1ccccc1C(=O)Nc1nccs1 | -0.5 | 2 | 9 | -5 | -1.0 | -1.5 | 3 | -0.5 | -0.7 | -0.2 | 1.9 |
| O=C(NNS(=O)(=O)c1ccc(F)cc1F)C1Cc2c(ccc3ccccc23)O1 (configuration not stated) | -0.9 | 2 | -33 | -4 | -1.0 | -3.7 | 2 | -0.8 | -1.4 | -2.4 | -0.6 |
| COC(=O)c1ccc(NC(=O)C2C3C=CC(C3)C2C(=O)O)cc1 (configuration not stated) | -0.5 | 3 | 12 | -3 | 0.3 | 1.0 | 5 | 0.4 | -1.0 | -0.3 | 0.2 |
| CCC(c1nnnn1Cc1ccccc1)N(Cc1cc2cc(OC)ccc2[nH]c1=O)CC1CCCO1 (configuration not stated) | 9.4 | -6 | -2 | 1 | 0.1 | -0.3 | -10 | 0.1 | 0.3 | 3.2 | 5.9 |
| O=[N+]([O-])c1ccc(C[n+]2cccc3c4ccccc4ccc32)cc1 | -3.5 | -2 | 1 | -6 | -2.6 | -4.4 | 3 | -5.5 | -2.0 | -3.5 | -1.2 |
| Cc1nc(-c2ccccc2)nn1-c1ccc([N+](=O)[O-])cc1 | -0.2 | -2 | 1 | 3 | -0.4 | 3.2 | -1 | . | -1.2 | -0.6 | 5.9 |
| CCCCCC(O)(CCCCC)C(=O)NNc1ccccc1 | -0.5 | -7 | -4 | -1 | -1.4 | 5.2 | 1 | -0.7 | -1.2 | 0.0 | 0.4 |
| COc1cccc(C(C(=O)NC(C)(C)C)N(C(=O)CCC(=O)Nc2cc(C)on2)C(C)(C)C)c1OC (configuration not stated) | 0.0 | -9 | 0 | -1 | 0.1 | -0.4 | -5 | -0.9 | -0.1 | -3.4 | 0.1 |
| Cc1cc(NC2=CC(=O)C(=O)c3ccccc32)no1 | -0.2 | -2 | -1 | 1 | -1.8 | 0.5 | -4 | -1.6 | -0.3 | 3.7 | 3.0 |
| CN(/N=C/c1ccc2c(c1)OCO2)c1nc(N2CCOCC2)nc(N2CCOCC2)n1 | -0.2 | 2 | -2 | 6 | -0.1 | 0.4 | -2 | 0.0 | -0.1 | -1.1 | 1.4 |
| O=C(NC1CCCCC1)C(c1ccccc1F)N(Cc1ccco1)C(=O)Cn1nnc2ccccc21 (configuration not stated) | 0.2 | -2 | -10 | 1 | -0.6 | 3.6 | -5 | 1.5 | -0.8 | -2.1 | -6.0 |
| NCCN1CCN(S(=O)(=O)c2ccc([N+](=O)[O-])cc2)C=C1c1ccc(Cl)cc1 | 0.2 | 5 | 2 | 3 | 0.3 | -0.5 | 2 | -0.2 | -1.2 | 1.4 | 0.5 |
| Cc1ccc2c(CN3CCC(C)CC3)cc(=O)oc2c1C | 0.3 | 15 | 2 | 1 | 0.6 | 6.4 | 11 | 0.3 | -0.5 | 1.7 | 2.9 |
| Nc1nc2ccc(C(=O)NCCOC(=O)C3CCCCC3)cc2s1 | -0.1 | -2 | 2 | -1 | 0.8 | -1.6 | -5 | 0.8 | -1.6 | -2.2 | 0.9 |
| CC(=O)Oc1cc(C)c(Cl)c2c(OC(C)=O)cc(C(C)=O)c(O)c12 | 3.2 | -11 | 14 | -5 | -1.7 | -2.7 | 1 | . | -0.7 | -2.0 | . |
| CC(=O)/C(=N/Nc1ccc(Br)cc1)N1CCCc2ccccc21 | -0.9 | 7 | 18 | -8 | -0.5 | -0.1 | 1 | -1.5 | -1.2 | 1.0 | 1.1 |
| O=C(O)CCn1cc(C2CC(c3ccccc3)=NN2c2ccccc2)c(-c2ccccc2)n1 (configuration not stated) | -93 | 4 | -12 | -1 | -0.4 | -2.3 | 15 | 0.5 | -2.2 | 0.5 | 2.1 |
| Cc1[nH]nc2nc(SCC(=O)NC3CCCCC3)n(-c3ccc(Br)cc3)c(=N)c12 | -0.1 | -9 | 7 | -2 | -0.3 | -1.8 | -17 | 0.9 | -1.3 | -0.4 | -8.7 |
| CCOc1ccc(S(=O)(=O)N2CCC(C(=O)NC3CCCC3)CC2)cc1 | -0.3 | -2 | 7 | -2 | 0.2 | -1.4 | 0 | -0.5 | -0.5 | -1.9 | 2.2 |
| C/C(=N\NC(=O)c1ccco1)c1cccc2ccccc12 | 0.1 | 2 | 1 | 2 | 0.5 | 5.1 | -3 | 1.0 | -0.9 | 0.5 | 0.7 |
| CC12CCC(=O)N1C(C(=O)Nc1nc(-c3cc(F)ccc3F)cs1)CS2 (configuration not stated) | 0.1 | -5 | 8 | -1 | 1.0 | 0.6 | 6 | 0.1 | -0.2 | -0.5 | 0.7 |
| CCC(=O)N1c2ccc(S(=O)(=O)NCCc3ccc(C)cc3)cc2CC1C (configuration not stated) | 0.0 | -4 | -19 | -3 | -0.5 | 0.7 | 3 | 0.4 | -0.7 | -0.1 | 1.8 |
| NC(=O)c1nsc(C(=O)N(c2ccccc2)C(C(=O)NCC2CCCO2)c2ccc3ncccc3c2)c1N (configuration not stated) | 7.2 | -12 | 0 | -2 | -0.7 | -4.7 | -26 | -1.5 | -1.4 | -7.8 | -2.8 |
| Cc1cc(C)nc(N2CCC(C(=O)NC3CCCCCC3)CC2)n1 | 0.0 | -3 | 2 | 3 | -1.0 | 0.0 | 2 | 1.1 | -1.5 | -1.7 | 1.9 |
| COc1ccc(N2CCN(C(=O)CNC(=O)c3cccs3)CC2)cc1 | 2.8 | -3 | 2 | -1 | -0.8 | -1.1 | 1 | -0.6 | -1.4 | -1.8 | 1.2 |
| Cc1ccsc1C(=O)N1CCN(c2ccccn2)CC1 | -0.2 | 2 | 0 | -1 | -0.2 | -1.3 | -1 | -0.4 | -1.9 | -3.2 | 1.8 |
| Cc1ncc(CSc2ccc(Cl)cc2)c(CO)c1O | 0.3 | -2 | 1 | -3 | 0.1 | -2.2 | 0 | -1.0 | -1.2 | -0.6 | 1.5 |
| CCOC(=O)C(C)Sc1nc2c(c(-c3cccs3)c1C#N)CCC2 (configuration not stated) | -0.5 | -2 | 2 | 0 | -0.1 | -1.9 | -7 | -1.1 | -1.7 | 0.1 | 2.4 |
| O=C(/C(=N/O)c1ccccc1)c1ccccc1 | -0.1 | 4 | -11 | 4 | 0.3 | 1.1 | 1 | 2.1 | -1.3 | -1.2 | 2.7 |
| CSc1ccc(S(=O)(=O)N2CCCC2)cc1 | 0.2 | -5 | 0 | -1 | 0.3 | 1.9 | 5 | 0.6 | -1.4 | 0.0 | 1.0 |
| C=CCN(CC=C)C(=S)NC(=O)/C=C/c1ccccc1 | -0.1 | 4 | 13 | -2 | -0.5 | -1.3 | -7 | -0.3 | -1.3 | -0.5 | 0.3 |

Shown with two lines to a compound: part of the list above.
Value order – KLK7 zymogen act, GC-B act, HGIII-sPLA2 inh, SMARCA2 act, DAX1 inh-2, hgDAF-12 ag, NPR1 activator, DAX1 inh-1, ssDAF12 agonist, hcDAF-12 act, GAA850 FXN act
O=C(/C(=N/O)c1ccccc1)c1ccccc1
    -0.1, 4, -11, 4, 0.3, 1.1, 1, 2.1, -1.3, -1.2, 2.7
CSc1ccc(S(=O)(=O)N2CCCC2)cc1
    0.2, -5, 0, -1, 0.3, 1.9, 5, 0.6, -1.4, 0.0, 1.0

Screening data from PubChem.
